# High-throughput results: PubChem, Southern Research Specialized Biocontainment Screening Center
# PhoP GFP inhibition: PhoP regulon inhibitors, Salmonella typhi PhoP promoter GFP reporter, confirmatory (AID 1850) | 310,000 tested, 0.33% active | Salmonella Typhi PhoP-promoter GFP reporter, fluorescence, 4 h; higher % means a stronger effect | one-dose inhibition, % at 50 µM; IC50 in µM for titrated hits; in the data active = a potency from the dose series; inconclusive = inhibition mostly from about 25% at the one dose, without a potency; inactive = the rest, 99 in 100 with inhibition below about 19%;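 also: 0% = induced wells with vehicle and 100% = uninduced wells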
# H1N1 NS1A inhibition: H1N1 influenza NS1A inhibitors, functional cell based assay (AID 504329); NS1A functional cell-based assay, percent inhibition; higher % means a stronger effect; inhibition, % at 12.5 µM; hits with a dose series show IC50 in µM; 340,000 tested, 0.3% active; in the data active = a potency from the dose series; inconclusive = inhibition above about 27% without an active follow-up result; also: strong numbers were not always called active
# M. tuberculosis HTS: M. tuberculosis growth inhibition, HTS (AID 449762); M. tuberculosis H37Rv growth inhibition, 7H9 media; higher % means a stronger effect; one-dose inhibition, % at 25 µM; IC50 in µM for titrated hits; 330,000 tested, 0.59% active; in the data active = a potency from the dose series; inconclusive = inhibition above about 70% without an active follow-up result;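 also: bacterial growth assessed after seven days of incubation; strong numbers were not always called active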
# inhibitors of VEEV: inhibitors of VEEV TC-83 cytopathic effect, confirmation, Vero cells (AID 588727); Vero cells, VEEV TC-83 cytopathic effect inhibition; higher % means a stronger effect; one-dose inhibition, % at 20 µM; IC50 in µM for titrated hits; 350,000 tested, 0.13% active; in the data active = a potency from the dose series; inconclusive = inhibition mostly from about 14% at the one dose, without a potency; inactive = the rest, 99 in 100 with inhibition below about 12%; also: strong numbers were not always called active
# tuberculosis growth: growth inhibition of non-replicating M. tuberculosis (AID 488890). Mycobacterium tuberculosis non-replicating, growth inhibition; higher % means a stronger effect. inhibition, % at 25 µM; hits with a dose series show IC50 in µM. 320,000 tested, 0.39% active; in the data active = a potency from the dose series; inconclusive = inhibition mostly from about 82% at the one dose, without a potency; inactive = the rest, 99 in 100 with inhibition below about 76%;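 also: plate controls were DMSO cells for no effect and high antibiotic wells for full effect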
# inhibitors of VEEV 10K pilot screen: recorded beside inhibitors of VEEV, whose call it bears; inhibition, %; measured here: 10K pilot screen inhibition
# Starred values were filed as active, the others as inactive; i = inactive; ? = inconclusive; nt = no result given. The order is random. Share with any hit: about 1.6%.
SMILES,PhoP GFP inhibition,H1N1 NS1A inhibition,M. tuberculosis HTS,inhibitors of VEEV,tuberculosis growth,others
COC(=O)c1ccc(C23CC4(C2)[C@H](CN(C)[C@@H]4c2ccccc2)C3c2ccc(C(F)(F)F)cc2)cc1 (some centres undefined),16%,4%,?,i,43%,
N#Cc1c(C(F)(F)F)cc(-c2ccccc2)nc1SCC(=O)N1CCOCC1,3%,-4%,-8%,1.1%,-3%,
Nc1nc(NCC2CCCO2)nc(NCC2CCCO2)c1[N+](=O)[O-] (centres undefined),-2%,-9%,-2%,0.9%,-19%,
CCN(C(=O)CSc1nc(-c2ccccc2)c(-c2ccccc2)[nH]1)C1CCS(=O)(=O)C1 (centres undefined),2%,14%,3%,8.2%,-1%,
CCc1ccc(NC(=O)CN(c2cccc(C)c2)S(C)(=O)=O)cc1,3%,5%,-1%,i,6%,
CC(Oc1ccc(-c2ccccc2)cc1)C(=O)N1CCOCC1 (centres undefined),12%,-36%,8%,1.1%,-13%,
Cc1cccc(C)c1NC(=O)CN(C)CC(=O)Nc1ccc(F)c(Cl)c1,2%,10%,3%,4.5%,22%,
COC(=O)c1cc(NC(=O)c2ccc([N+](=O)[O-])cc2)c(=O)oc1C,3%,-3%,2%,2.4%,-6%,
CNC(=O)/C(C#N)=C/c1cn(CC(=O)NCc2ccco2)c2ccccc12,0%,13%,-8%,6.8%,6%,
COc1ccc(C2CC(c3ccccc3)=NN2C(=O)COC(=O)c2ccc(Cl)nc2)cc1 (centres undefined),0%,16%,-8%,2.1%,7%,
CSc1ncc(/C=C2/C(=O)NC(=O)N(C3CCCCC3)C2=O)cn1,-4%,-5%,0%,0.4%,5%,
Nc1ccc(/C=C/C(=O)c2ccco2)cc1,-3%,7%,?,0.9%,71%,
CCc1cc(=O)oc2cc(OC(C)C(=O)NCC3CCC(C(=O)O)CC3)c(Cl)cc12 (centres undefined),-9%,-7%,-6%,0.8%,8%,
CCOC(=O)Cn1cnc2c(nnn2Cc2ccc(Cl)cc2)c1=O,0%,21%,0%,i,16%,inhibitors of VEEV 10K pilot screen=0.0
Cc1ccc(C)c(COc2coc(CN3CCN(C(=O)c4ccco4)CC3)cc2=O)c1,-4%,1%,10%,0.1%,22%,
CCN(CC)CCNC(=O)c1ccc(Cl)c(S(=O)(=O)Nc2ccccc2OC)c1,9%,6%,3%,0.1%,0%,
Cc1nc(C)c(C(=O)N(c2ccccc2F)C(C(=O)NCC2CCCO2)c2ccccc2)s1 (centres undefined),8%,-4%,-10%,0.4%,-5%,
O=S(=O)(c1ccc(NCc2ccc(F)cc2)nc1)N1CCCC1,5%,3%,5%,i,-4%,
O=C1CCCc2c1cc(C(=O)NCCCN1CCOCC1)c(=O)n2-c1ccc(Cl)cc1,-2%,10%,-2%,1.7%,6%,
C/C(=C\c1ccccc1F)C(=O)c1c(C)cc(C)[nH]c1=O,-13%,21%,0%,0.6%,4%,

# Quoted at random: 2 records from the list.
SMILES,PhoP GFP inhibition,H1N1 NS1A inhibition,M. tuberculosis HTS,inhibitors of VEEV,tuberculosis growth,others
CCc1cc(=O)oc2cc(OC(C)C(=O)NCC3CCC(C(=O)O)CC3)c(Cl)cc12 (centres undefined),-9%,-7%,-6%,0.8%,8%,
Cc1nc(C)c(C(=O)N(c2ccccc2F)C(C(=O)NCC2CCCO2)c2ccccc2)s1 (centres undefined),8%,-4%,-10%,0.4%,-5%,

# Remaining list, next part:
SMILES,PhoP GFP inhibition,H1N1 NS1A inhibition,M. tuberculosis HTS,inhibitors of VEEV,tuberculosis growth,others
Cc1cnc(NC(=O)c2ccc3c(c2)OCCO3)s1,nt,-6%,-3%,6.2%,nt,
Cn1c(=O)c2c(ncn2CC(O)CNc2ccc(F)cc2)n(C)c1=O (centres undefined),0%,-24%,-1%,0.1%,1%,
CCOC(=O)C(Cc1c[nH]c2ccccc12)NC(=O)c1ccccc1Br (centres undefined),-7%,-1%,-1%,0.1%,28%,
COc1ccc(CNC(=O)C(=O)NCC2OCCN2S(=O)(=O)c2cccs2)cc1 (centres undefined),1%,2%,-5%,i,7%,inhibitors of VEEV 10K pilot screen=0.1
CCN(CC)CCNC(=O)c1ccc(NC(=O)Cc2ccc(OC)c(S(=O)(=O)N3CCOCC3)c2)cc1,nt,-3%,nt,0.9%,nt,
Cn1c(SCC(=O)Nc2ccccc2C(F)(F)F)nc2c(c1=O)SCC2,-1%,-6%,-1%,2.0%,-5%,
O=C(COC(=O)c1ccco1)NC1CCCc2ccccc21 (centres undefined),nt,-20%,1%,1.6%,10%,
NC(=O)Cn1cc(C(=O)c2ccccc2)c2ccccc21,-4%,-1%,-4%,0.4%,-14%,
S=C1NCCNC(=S)NCCOCCOCCN1,-5%,nt,-3%,1.5%,19%,
Cn1c(=O)c2c(O)c(Cc3ccccc3)c(=O)n(C)c2n(C)c1=O,9%,11%,-2%,1.7%,9%,
CCOC(=O)N1CCN(C(=O)c2ccc(N(Cc3ccc(Cl)cc3)S(C)(=O)=O)cc2)CC1,-10%,-6%,-3%,0.8%,4%,
COc1ccc(S(=O)(=O)Nc2ccc(Cc3ccncc3)cc2)cc1C,-4%,-12%,-4%,2.2%,15%,
Cc1ccccc1C(=O)N/N=C1/SCC(=O)N1Cc1ccccc1,-1%,0%,8%,0.6%,42%,
Cc1ccc(S(=O)(=O)N2CCCCC2)cc1C(=O)c1nccn1C,0%,-9%,-8%,i,-28%,
Cc1ccnc(NS(=O)(=O)c2ccc(NC(=O)COc3ccccc3)cc2)n1,0%,-1%,-1%,0.3%,11%,
c1cc(-c2nnc3n2CCC3)[nH]n1,19%,5%,1%,0.6%,2%,
CSCC[C@H](NC(=O)[C@@H]1Cc2c([nH]c3ccccc23)C2c3ccccc3C(=O)N21)C(=O)NCC1CCCO1 (some centres undefined),0%,-2%,0%,0.7%,34%,
CCCCC[n+]1cccc2c3ccccc3ccc21,0%,7%,13%,i,20%,
COc1ccc(NC(=O)C2CCCN(S(=O)(=O)c3cccc4nonc34)C2)cc1 (centres undefined),12%,-1%,2%,1.1%,10%,
CCOC(=O)COn1c(=O)c(C)[n+]([O-])c2ccccc21,-13%,-8%,-6%,0.9%,-8%,

# Sorted by count of non-hydrogen atoms (smallest number first): some entries from above.
SMILES,PhoP GFP inhibition,H1N1 NS1A inhibition,M. tuberculosis HTS,inhibitors of VEEV,tuberculosis growth,others
Cc1ccccc1C(=O)N/N=C1/SCC(=O)N1Cc1ccccc1,-1%,0%,8%,0.6%,42%,
COc1ccc(S(=O)(=O)Nc2ccc(Cc3ccncc3)cc2)cc1C,-4%,-12%,-4%,2.2%,15%,
COc1ccc(NC(=O)C2CCCN(S(=O)(=O)c3cccc4nonc34)C2)cc1 (centres undefined),12%,-1%,2%,1.1%,10%,
CCOC(=O)N1CCN(C(=O)c2ccc(N(Cc3ccc(Cl)cc3)S(C)(=O)=O)cc2)CC1,-10%,-6%,-3%,0.8%,4%,

# Following part.
SMILES,PhoP GFP inhibition,H1N1 NS1A inhibition,M. tuberculosis HTS,inhibitors of VEEV,tuberculosis growth,others
O=C(C(c1ccccc1)C(O)(c1ccccc1)c1ccccc1)N1CCOCC1 (centres undefined),nt,2%,nt,0.7%,nt,
CC1CC(C)CN(C(=O)c2cc3ccccc3o2)C1 (centres undefined),6%,-7%,19%,1.0%,59%,
COc1ccccc1NC(=S)N(Cc1ccco1)Cc1cc2cc(C)c(C)cc2[nH]c1=O,-3%,21%,-3%,10%,64%,
CCCCC(C(=O)NC1CCCC1)N(C(=O)c1snc(C(N)=O)c1N)c1ccc(OCC)cc1 (centres undefined),4%,7%,1%,i,-2%,
O=[N+]([O-])c1cccc(S(=O)(=O)Nc2ccc(-c3ccc(N4CCCC4)nn3)cc2)c1,-6%,-11%,-3%,6.0%,-7%,
Cc1cccc(Cn2c(C)c(C)c3cc(C(=O)NCCN4CCOCC4)ccc32)c1,-5%,3%,9%,0.8%,18%,
Cc1nc(-c2ccc(Cl)cc2)sc1C1(C)CC(c2ccccc2F)=NO1 (centres undefined),-2%,-3%,0%,0.2%,-1%,
Cc1nc(-c2ccncc2)nc(NCCNc2ncccc2C(F)(F)F)c1Cl,3%,-14%,2%,6.5%,-6%,
CCc1ccccc1N(CC(=O)O)S(C)(=O)=O,-4%,1%,2%,i,2%,
COc1ccccc1/C=N/NC(=S)NCc1ccco1,-4%,-15%,-5%,1.9%,41%,
CC1CCCCN1Cc1ccc(-c2nnn(CC(=O)NC3CCCCC3)n2)cc1 (centres undefined),-3%,-6%,-2%,i,13%,
COc1ccc(-n2nnnc2SCC(=O)NC2CC2)cc1,nt,-2%,1%,2.9%,-2%,
O=C(COC(=O)c1ccccn1)Nc1ccc2c(c1)OCO2,-1%,-6%,9%,9.3%,29%,
C[C@]12CC[C@H](OC(=O)CCC(=O)O)CC1=CCC1C2CC[C@@]2(C)C1CC[C@@H]2N (some centres undefined),nt,-2%,1%,i,-8%,
COc1ccccc1N1CCN(CC(=O)Nc2cc(C)nn2-c2nc(C)cc(C)n2)CC1,nt,19%,nt,10%,nt,
O=C(CSc1nnc(SCc2ccccc2Cl)s1)N/N=C/c1ccc(C(=O)O)cc1,-7%,-4%,6%,0.3%,33%,
Cc1ccc2[nH]c3c(c2c1)CN(C(=O)CN1CCCc2ccccc21)CC3,-15%,20%,0%,8.2%,74%,
C=CCN(c1ccccc1)S(=O)(=O)c1cc2c(cc1C)NC(=O)CO2,-18%,2%,-4%,0.5%,16%,
CCCCN(CCCNC(=O)CN1C(=O)COc2ccc(S(=O)(=O)N3CCC(C)CC3)cc21)Cc1ccccc1,5%,-6%,10%,i,38%,
CCOC(=O)C1CCN(S(=O)(=O)c2ccc(NC(=O)c3ccco3)cc2)CC1,1%,0%,-9%,3.8%,18%,

# Gathered by group: the compounds so far with two or more sulfur atoms.
SMILES,PhoP GFP inhibition,H1N1 NS1A inhibition,M. tuberculosis HTS,inhibitors of VEEV,tuberculosis growth,others
CCN(C(=O)CSc1nc(-c2ccccc2)c(-c2ccccc2)[nH]1)C1CCS(=O)(=O)C1 (centres undefined),2%,14%,3%,8.2%,-1%,
COc1ccc(CNC(=O)C(=O)NCC2OCCN2S(=O)(=O)c2cccs2)cc1 (centres undefined),1%,2%,-5%,i,7%,inhibitors of VEEV 10K pilot screen=0.1
Cn1c(SCC(=O)Nc2ccccc2C(F)(F)F)nc2c(c1=O)SCC2,-1%,-6%,-1%,2.0%,-5%,
S=C1NCCNC(=S)NCCOCCOCCN1,-5%,nt,-3%,1.5%,19%,
O=C(CSc1nnc(SCc2ccccc2Cl)s1)N/N=C/c1ccc(C(=O)O)cc1,-7%,-4%,6%,0.3%,33%,

# Next part:
SMILES,PhoP GFP inhibition,H1N1 NS1A inhibition,M. tuberculosis HTS,inhibitors of VEEV,tuberculosis growth,others
Cc1ccc(C(=O)COC(=O)COc2ccccc2[N+](=O)[O-])s1,nt,-2%,-4%,1.2%,26%,
CC(=O)c1ccc(-c2ccc(Cn3c(C)nc4cc(N)c(C)nc43)cc2)cc1,10%,0%,8%,3.4%,32%,
COc1ccc(CNC(=O)C(OC(=O)c2ccco2)c2ccccc2F)cc1 (centres undefined),2%,5%,10%,i,-10%,
CC12CCC(=O)N1C(C(=O)Nc1cc(Cl)ccc1N1CCOCC1)CS2 (centres undefined),-2%,1%,-10%,6.1%,3%,
